M1 PAM: positive allosteric modulators of human M1 muscarinic receptor; CHO-K1 hM1, Fluo-8 calcium fluorescence, ACh EC20; 0% = ACh EC20, 100% = maximal ACh; activation, % at 3 µM; 360,000 compounds, 0.088% hits; AID 588819; in the data active = activation above about 19%, passing the limit was not always enough
Target sequence (P11229 whole entry, looked up): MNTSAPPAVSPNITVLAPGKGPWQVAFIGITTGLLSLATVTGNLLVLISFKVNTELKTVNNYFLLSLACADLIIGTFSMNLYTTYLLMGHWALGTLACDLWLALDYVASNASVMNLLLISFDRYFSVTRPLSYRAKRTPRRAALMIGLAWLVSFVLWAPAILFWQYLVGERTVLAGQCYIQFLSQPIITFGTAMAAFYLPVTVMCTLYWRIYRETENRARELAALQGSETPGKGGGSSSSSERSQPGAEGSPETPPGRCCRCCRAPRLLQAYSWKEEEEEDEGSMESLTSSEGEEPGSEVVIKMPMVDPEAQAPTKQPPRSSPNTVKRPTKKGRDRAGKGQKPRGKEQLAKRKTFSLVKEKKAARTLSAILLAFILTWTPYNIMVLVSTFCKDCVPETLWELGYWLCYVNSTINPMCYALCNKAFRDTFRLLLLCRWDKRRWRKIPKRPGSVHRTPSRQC
CHRM4 antagonist: blocks acetylcholine activation of human M4 receptor. CHO-hM4 cells, ACh EC80, Fluo-8 calcium fluorescence. inhibition, % at 3 µM. 360,000 compounds, 0.73% hits. AID 624125;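 active = inhibition above its plate's cutoff, the mean inhibition of sample wells plus 3 SD, cut at about 27% in these data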;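 note: 0% = acetylcholine EC80 with DMSO and 100% = DMSO without agonist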
Target sequence (P08173 whole entry, looked up): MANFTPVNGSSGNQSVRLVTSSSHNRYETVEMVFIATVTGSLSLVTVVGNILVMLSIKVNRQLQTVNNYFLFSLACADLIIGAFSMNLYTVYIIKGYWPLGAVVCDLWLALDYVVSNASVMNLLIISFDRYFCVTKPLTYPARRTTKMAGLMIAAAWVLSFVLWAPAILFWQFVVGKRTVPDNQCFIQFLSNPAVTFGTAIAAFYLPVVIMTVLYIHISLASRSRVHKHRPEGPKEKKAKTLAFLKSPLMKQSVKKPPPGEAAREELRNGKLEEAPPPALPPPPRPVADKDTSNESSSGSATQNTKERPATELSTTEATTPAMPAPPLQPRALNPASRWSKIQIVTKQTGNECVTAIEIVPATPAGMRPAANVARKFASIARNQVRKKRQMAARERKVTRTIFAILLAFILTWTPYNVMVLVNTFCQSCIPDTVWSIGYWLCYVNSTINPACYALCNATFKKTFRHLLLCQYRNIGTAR
CHO parental Ca: counter-screen for OX1R antagonists: effect in parental CHO cells; parental CHO-K1, ATP-induced calcium, Fluo-8 fluorescence; 330,000 compounds, 0.63% hits; inhibition, % at 5.6 µM; AID 463079;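 active = inhibition above that plate's mean sample inhibition plus 3 SD, cut at about 26% in these data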;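 note: 0% = ATP-challenged DMSO wells and 100% = DMSO wells without ATP; some compounds past the cut are filed as inactive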
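Test system: untransfected parental CHO cell line. Compound: one dose, 5.6 µM nominal. Detection: intracellular calcium via Fluo-8 no-wash fluorescent dye. Measure: % inhibition. Benchmarks: ATP-challenged DMSO wells low, unchallenged DMSO wells high.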
M1 ag parental: counter-screen for M1 agonists: effect in parental CHO-K1 cells; 360,000 compounds, 0.48% hits; Fluo-8 calcium fluorescence; scaled to maximal ATP response, vehicle zero; activation, % at 3 µM; AID 602248; in the data active = activation above about 15%;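 note: untransfected CHO-K1 host cells lacking M1 receptor as counterscreen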
OXTR potentiate: human OXTR potentiation | P30559 | CHO-OTR cells, Fluo-8 calcium fluorescence, potentiator mode; 0% = oxytocin EC15, 100% = EC100 | activation, % at 3 µM | 320,000 compounds, 0.061% hits;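 active = activation above that plate's cutoff, the mean activation of tested compounds plus 3 SD, cut at about 6.6% in these data, passing the limit was not always enough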;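 note: 100% uses oxytocin at 75 nM as the full agonist control; some results filed as inactive read as strong as hits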
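System: human OTR in CHO cells; Also added: sub-maximal oxytocin, roughly EC15; Timing: compound 6 min at room temperature before oxytocin, 100 s read; Technique: Fluo-8 intracellular calcium fluorescence, ex 470-495, em 515-575 nm; Controls: oxytocin EC15 low and EC100 high; Replication: singlicate.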
CHO-K1 Ca antag: nonselective inhibitor or artifact in parental CHO-K1 cells | AID 602250 | ATP-induced calcium, Fluo-8 fluorescence | 360,000 compounds, 0.6% hits | inhibition, % at 3 µM;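 active = inhibition above a per-plate cutoff, the plate's mean sample inhibition plus 3 SD, cut at about 24% in these data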;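 note: 0% = DMSO plus EC80 ATP and 100% = DMSO alone without ATP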
M4 ag: agonists of human muscarinic M4 receptor (CHRM4); CHO-K1 hM4/Gqi5, Fluo-8 calcium fluorescence; vehicle 0%, full acetylcholine response 100%; activation, % at 3 µM; 360,000 compounds, 0.14% hits;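 active = activation above the run mean over all test wells plus 3 SD, cut at about 32% in these data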;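 note: peak over basal fluorescence ratio per well then scaled between controls; 0% = DMSO wells and 100% = acetylcholine at EC100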
CHRM1 antagonist: blocks human M1 muscarinic receptor. CHO-K1 hM1, Fluo-8 calcium fluorescence, ACh EC80 antagonist. P11229. inhibition, % at 3 µM. 360,000 compounds, 1.3% hits. AID 588852;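 active = percent inhibition above its own plate's cutoff, namely the mean of that plate's compound wells plus 3 SD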;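 note: peak over basal fluorescence ratio during 140 s after agonist addition; 0% = ACh EC80 plus DMSO and 100% = DMSO alone without agonist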
CHRM1 agonist: human M1 muscarinic receptor agonism; P11229; CHO-K1 hM1, Fluo-8 calcium fluorescence, agonist mode; 0% DMSO, 100% acetylcholine EC100; activation, % at 3 µM; 360,000 compounds, 0.33% hits; AID 588814;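 active = activation above the run's mean compound activation plus 3 SD, cut at about 16% in these data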;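 note: peak over basal fluorescence ratio within a 140 s kinetic read after compound addition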
* = called active by the depositor; · = no result given.

structure,M1 PAM,CHRM4 antagonist,CHO parental Ca,M1 ag parental,OXTR potentiate,CHO-K1 Ca antag,M4 ag,CHRM1 antagonist,CHRM1 agonist
CCOc1ccc(-c2nnn(CC(=O)Nc3cc(OC)cc(OC)c3)n2)cc1OCC,7.1,7.1,-1.1,0.6,-0.8,-16.6,2.0,-8.7,-2.9
CCOc1ccc(S(=O)(=O)N2CN(c3cccc(C(C)=O)c3)c3nc4ccccc4nc32)cc1,13.5,2.0,-17.3,-0.5,-6.2,0.6,3.2,-13.1,-0.9
CC1C(=O)N2CCCc3cc(S(=O)(=O)N4CCN(c5ccccc5F)CC4)cc1c32 (stereo not given),-7.4,6.5,-11.2,8.8,-3.2,-2.1,14.4,14.5,-0.9
COc1cc(CNc2ncnc3c2ncn3[C@H]2CN(Cc3cc(OC)c(OC)c(OC)c3)C[C@@H](CO)O2)cc(OC)c1OC,0.1,-21.4,·,-0.1,·,4.1,-0.4,-5.4,-3.0
Cc1nc2ccc(F)cc2cc1C(=O)NCC1CCCO1 (stereo not given),6.3,-4.0,·,0.3,·,-8.1,0.4,-10.9,-3.8
Cc1ccc(S(=O)(=O)N2CCOCC2)cc1C(=O)N(Cc1nnc(-c2ccccc2Cl)o1)C1CC1,-3.9,2.5,-9.6,5.6,-7.6,-3.1,9.7,7.4,-2.1
COc1ccc(OC)c2cc3ccccc3cc12,7.9,-5.2,·,-0.4,·,3.3,0.6,-10.9,0.6
CC1=CC2=NC(=O)CC(C)(C(=O)N(CC(=O)NC(C)(C)C)C3CCCC3)N2C=C1 (stereo not given),3.2,2.0,-9.5,0.3,-7.1,-6.9,1.1,-5.8,-3.5
N#Cc1cccc(CN2C=NS(=O)(=O)c3ccccc32)c1,7.7,-3.4,-7.8,0.3,-10.4,-5.1,0.4,-7.0,-3.5
Cc1cccc(C)c1NC(=O)COC(=O)c1ccc([N+](=O)[O-])o1,3.4,-8.3,-2.9,-0.2,-7.7,16.2,0.5,-1.1,-2.3
COC(=O)c1sccc1-c1ccc(C(=O)Nc2ccccc2)o1,0.5,-3.4,-10.2,1.3,0.3,3.8,2.6,-2.4,-6.3
COc1ccc(S(=O)(=O)NC(C)C)cc1-n1cnnn1,0.2,6.0,-7.2,-0.6,-1.8,11.9,0.8,4.5,-2.6
O=C(CC1C(=O)NCCN1Cc1c(F)cccc1Cl)NCCCN1CCCC1=O (stereo not given),1.6,-12.1,-8.1,0.4,2.2,-6.7,1.3,0.5,-2.2
Cc1cccc(OCc2nnc(SCC(=O)c3c(N)n(C4CC4)c(=O)[nH]c3=O)o2)c1,12.6,-11.0,·,0.3,·,-4.2,0.8,-18.1,-0.3
O=C(Nc1ccccc1)C1C2/C=C\CCCCC21 (stereo not given),-1.4,-7.3,-7.3,-0.2,0.0,6.8,1.1,-2.8,-8.7
COc1ccccc1-n1nnnc1SCC(=O)NCC1(N2CCOCC2)CCCCC1,-6.0,-1.6,-19.6,3.6,-8.5,-4.5,9.9,4.6,-5.2
NC(=O)C1CCN(C(=O)CCC(=O)c2cccs2)CC1,6.6,-14.3,-9.1,0.8,-1.1,-4.0,0.2,-7.2,-0.3
CC1CCCCN1C(=O)COC(=O)c1ccc(=O)n(Cc2ccccc2)n1 (stereo not given),4.8,-2.1,-0.9,0.9,2.0,-4.5,1.1,-18.3,-2.5
O=C(CS(=O)(=O)c1cn(CC(=O)N2CCCC2)c2ccccc12)Nc1ccccc1,5.3,-4.4,-15.1,1.3,-2.6,-13.1,0.9,-8.9,-3.3
CC1CCN(S(=O)(=O)c2ccc(NC(=O)CN3CCCCCC3)cc2)CC1,-0.8,-25.4,-13.3,3.2,-4.4,-15.5,7.1,-2.2,-10.9
COc1ccc2ccccc2c1/C=N\NC(=O)c1ccc(C)s1,6.8,-3.0,·,-0.5,·,-10.6,-2.4,-10.8,-2.3
COc1cc(/C=C(\C#N)c2nc3ccccc3[nH]2)cc(Br)c1OCc1ccc(F)cc1,8.8,-0.6,-2.9,4.0,-3.9,5.5,0.3,-6.0,-4.6
O=C(Nc1ccnn1C1CCN(CCCc2ccccc2)CC1)c1cccc(F)c1,-0.7,-3.9,-12.8,1.0,-5.3,2.5,2.7,10.0,-4.7
Cc1cccc(CN2C3=NCCCN3c3ccccc32)c1,-11.8,15.5,-15.4,0.9,-2.2,6.7,0.9,18.8,-10.6
Cn1nc(C(=O)NCc2cccnc2)c2ccccc2c1=O,0.1,-9.3,-3.9,0.3,3.0,7.8,0.5,2.7,-4.0
COc1ccc(CN2CCNC(=O)C2CC(=O)NCCCC2CCCC2)c(F)c1 (stereo not given),1.4,-3.8,-23.4,-0.3,-5.2,-7.2,-0.1,-2.5,-4.2
CN1CCC(N2CCN(c3cccc(C(F)(F)F)c3)CC2)CC1,3.6,7.5,-0.4,0.6,4.9,-4.6,1.2,-4.3,-7.9
CN(C)/C=N/c1c(C#N)cnn1-c1ncnc2sc(-c3ccccc3)cc12,0.5,-5.4,-31.9,2.9,-9.9,-2.0,8.7,-3.9,-1.7
Cc1ccc(N2C(=O)c3ccccc3NC2c2ccccc2O)cc1 (stereo not given),-7.5,44.9*,-20.4,-0.4,-15.3,7.8,0.6,14.3,-8.2
CC(C)(C)N(Cc1ccccc1)C(=O)COC(=O)CSc1ccc([N+](=O)[O-])cc1,1.9,-8.5,-18.5,1.4,-11.9,-7.3,10.0,7.1,-3.0
CCOc1ccc(-c2cc(NC(=O)c3c(F)cccc3F)c(C(=O)O)s2)cc1,10.7,2.6,·,-0.7,·,5.7,-0.9,3.8,2.1
COc1ccc2cc(C(=O)C3CCCN(C(=O)c4snnc4C)C3)ccc2c1 (stereo not given),-5.6,2.5,-16.9,6.9,-8.5,-6.2,8.8,5.6,-1.3
Cc1nn(Cc2c(Cl)cccc2Cl)c(C)c1NC(=O)CCCn1nc([N+](=O)[O-])c(Cl)c1C,6.5,-4.1,-21.1,1.6,-3.8,-4.5,2.8,-2.5,-8.7
CCCCN(CC)S(=O)(=O)c1ccc2c(c1)n(C)c(=O)c(=O)n2C,-1.6,-16.1,-8.8,0.4,2.0,-17.6,1.0,3.0,-1.8
O=C1NC(c2ccccc2)=CC(c2ccccc2O)N1 (stereo not given),5.1,7.1,-3.1,1.1,-5.6,-10.7,1.2,8.9,-4.2
Cc1ccc(C(=O)Nc2nc3ccccc3s2)s1,-0.3,-3.0,-16.4,0.3,-1.4,-25.8,0.9,-5.3,-2.6
Cc1cccc(C(=O)Oc2ccc(/C=N/NC(=O)Cc3ccc([N+](=O)[O-])cc3)cc2)c1,-2.0,8.0,-4.8,-0.2,-4.7,13.1,0.7,1.4,-0.9
CCOC(=O)c1sc(Nc2ccc(F)cc2)nc1C,0.4,-10.1,-16.4,1.2,-5.6,-22.3,-2.1,-3.8,-6.2
COc1cc([C@@H]2CC=C(C(=O)O)[C@H](c3ccc(C)cc3)N2S(=O)(=O)c2ccc(C)cc2)cc(OC)c1OC,7.6,-8.2,-5.0,0.2,-1.9,-20.8,-0.1,-9.6,-2.9
Cc1ccc(-c2nnn(C/C(N)=N/O)n2)cc1,12.3,-2.0,0.5,0.3,-10.4,-14.3,0.7,-11.0,-11.3
COc1ccc(C(=O)COC(=O)CNC(=O)C2CCCCC2)c(OC)c1,5.2,3.0,-6.2,0.1,-9.5,-11.7,3.2,-3.9,-2.9
COc1cccc(NC(=O)c2cc(=O)c3ccccc3o2)c1,13.0,-2.4,-8.2,1.6,0.9,-8.5,3.0,-10.3,-0.9
COC(=O)C1=C(N)Oc2cc(C)n(Cc3ccncc3)c(=O)c2C1c1cccnc1 (stereo not given),14.0,0.6,-9.6,0.2,-0.6,-5.9,0.0,-14.2,-1.8
Cc1ccc2cc(C(=O)O)c(C)nc2c1,3.9,1.5,-6.6,0.3,-14.5,-0.4,0.5,-4.0,-1.8
Cc1cccc(C(=O)c2cn[nH]c2-c2ccc(C)cc2O)c1,4.3,4.8,1.1,0.9,-12.5,5.7,1.4,-7.8,-2.9
CCOC(=O)COC(=O)c1ccc(Oc2cc(C)nc(SC)n2)cc1,-2.2,-1.4,-8.1,1.6,-16.1,8.8,1.2,10.7,-2.7
COC(=O)CCCC1=CC2=CC(=O)C(C)(OC(=O)c3cccs3)C(=O)C2=CN1CCN1CCOCC1 (stereo not given),-1.4,1.7,-4.8,0.6,-1.4,-6.3,1.3,3.9,-4.1
O=C(c1ccco1)N1CCN(C(=O)C2CC(c3ccc(Cl)c(Cl)c3)=NO2)CC1 (stereo not given),1.6,2.7,-10.6,1.7,-7.8,6.0,1.6,-0.2,-5.6
COc1ccc(/C=C/C(=O)N(CC(C)C)CC(C)C)cc1Br,-1.6,-3.8,-30.8,1.0,-9.6,-31.8,1.3,-3.5,-3.4
COCCOC(=O)c1c(NC(=O)CNc2ccc(C)c(F)c2)sc(C(N)=O)c1C,-0.5,7.5,5.2,1.4,-7.2,-9.8,1.6,8.8,-0.8
COC(=O)c1ccc(OC)c(CSc2nnc(COc3cccc(C)c3)o2)c1,-0.1,10.9,-5.9,0.7,-8.2,-6.8,-0.1,0.9,-5.6
Cc1ccnc(NC(=O)CCNC(=O)c2ccccc2Cl)c1,13.7,-3.5,-4.4,3.1,-5.5,-3.4,0.5,-9.5,1.9

Some of the entries above, reformatted.
Each structure is followed by: M1 PAM	CHRM4 antagonist	CHO parental Ca	M1 ag parental	OXTR potentiate	CHO-K1 Ca antag	M4 ag	CHRM1 antagonist	CHRM1 agonist
> CCOc1ccc(S(=O)(=O)N2CN(c3cccc(C(C)=O)c3)c3nc4ccccc4nc32)cc1
  13.5	2.0	-17.3	-0.5	-6.2	0.6	3.2	-13.1	-0.9
> CC(C)(C)N(Cc1ccccc1)C(=O)COC(=O)CSc1ccc([N+](=O)[O-])cc1
  1.9	-8.5	-18.5	1.4	-11.9	-7.3	10.0	7.1	-3.0
